HRas wt GTP: human HRas wildtype GTP binding, change in either direction; P01112; GST-Ras wt beads, Bodipy-FL-GTP binding, flow cytometry; actives lie on both sides; GTP binding activity, % at 10 µM; 0.14% of 190,000 active;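 active = GTP binding activity at least 20% away from the 100% baseline, either lowered as inhibitor or raised as activator; inconclusive = flagged as likely green fluorescent, judged across all proteins in the well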;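 also: 0% = unlabeled GTP competition control and 100% = no-compound control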
Target sequence (P01112 whole entry, looked up): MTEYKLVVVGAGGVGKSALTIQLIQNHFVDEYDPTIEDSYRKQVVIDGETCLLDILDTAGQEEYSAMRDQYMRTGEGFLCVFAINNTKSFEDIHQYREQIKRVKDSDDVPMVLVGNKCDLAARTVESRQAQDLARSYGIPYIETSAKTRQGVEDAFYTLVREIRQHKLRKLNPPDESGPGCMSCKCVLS
Rab2A wt mod: changes GTP binding to wildtype dog Rab2A, up or down; 0.19% of 190,000 active; AID 760; GTP binding activity, % at 10 µM; P61105; GST-Rab2 wt beads, Bodipy-GTP binding, flow cytometry;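 active = GTP binding activity at least 20 points away from 100%, either lowered or raised; inconclusive = signal likely due to the compound's own green fluorescence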;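 also: 0% = beads with excess unlabeled GTP and 100% = no-compound control corrected for plate trend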
Rab7 wt modul: dog Rab7 wildtype GTP binding, inhibitors and activators; GST-Rab7 beads, fluorescent GTP binding, flow cytometry; actives lie on both sides; untreated = 100%, excess cold GTP = 0%; GTP binding activity (percent of control), % at 10 µM; 0.055% of 190,000 active;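 active = fluorescent GTP binding to Rab7 beads changed by at least 20 points from the 100% baseline, either direction, mostly lower; inconclusive = compound itself probably fluorescent, or too few beads counted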;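 also: median green fluorescence of bound Bodipy-FL-GTP per Rab7 bead population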
Rac1 act GTP bind: human Rac1 activated mutant GTP binding change; P63000; GST-Rac1 activated beads, fluorescent GTP binding, flow cytometry; actives lie on both sides; 100% means binding = to untreated wells; percent activity (GTP binding), % at 10 µM; 0.11% of 190,000 active; AID 764;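 active = GTP binding at least 20 percentage points away from the 100% baseline, in either direction, so actives lie on both sides; inconclusive = Compound likely fluorescent itself, or too few beads counted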
Rac1 wt GTP bind: human Rac1 wildtype GTP binding, inhibitors and activators; P63000; GTP binding activity (% of control), % at 10 µM; GST-Rac1 beads, fluorescent GTP binding, flow cytometry; actives lie on both sides; 0 = cold GTP competed, 100 = untreated; AID 757; 0.27% of 190,000 active;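 active = GTP binding activity at least 20 points away from the 100% control level, either lower or higher; inconclusive = compound flagged as likely green fluorescent, judged across all proteins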
Avidin bead fluor: avidin bead compound fluorescence profile | fluorescence (KMESF) at 10 µM | 0.38% of 220,000 active | Avidin beads, compound fluorescence 488/530 nm, flow cytometry; active compounds read high; in the data active = fluorescence above about 47; also: inactives centre near 10
Mcl1-Bid inh: Mcl-1/Bid interaction inhibition; 0.97% of 220,000 active; Q07820; TR-FRET Mcl-1/Bid-Dy647 peptide binding, 1536-well; inhibition, % at 21.7 µM;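 active = compounds that cut the binding signal by more than half at the single screening dose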;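 also: His-tagged Mcl-1 with europium anti-His antibody binding Bid BH3 peptide; 0% = Mcl-1 plus peptide wells and 100% = peptide-only wells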
Target sequence (Q07820 whole entry, looked up): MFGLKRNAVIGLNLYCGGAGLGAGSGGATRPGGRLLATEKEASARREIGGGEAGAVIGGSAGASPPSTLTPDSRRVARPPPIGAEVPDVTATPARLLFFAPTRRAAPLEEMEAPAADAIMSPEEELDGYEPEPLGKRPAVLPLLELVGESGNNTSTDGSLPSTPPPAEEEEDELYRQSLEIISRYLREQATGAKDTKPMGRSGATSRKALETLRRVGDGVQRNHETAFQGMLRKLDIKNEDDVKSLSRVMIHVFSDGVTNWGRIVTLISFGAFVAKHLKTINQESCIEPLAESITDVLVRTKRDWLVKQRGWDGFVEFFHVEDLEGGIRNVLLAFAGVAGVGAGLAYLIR
Cdc42 wt: modulators (inhibitors or activators) of GTP binding to human Cdc42 wildtype; percent activity (GTP binding), % at 10 µM; P60953; GST-Cdc42 beads, Bodipy-GTP binding, flow cytometry; actives lie on both sides; AID 761; 0.2% of 190,000 active;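 active = percent activity GTP binding at least 20 points away from the 100% baseline, either down as inhibitor or up as activator; inconclusive = compound flagged as likely green fluorescent from well-wide comparison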;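 also: median bead fluorescence of bound Bodipy-FL-GTP at 100 nM; 0% = excess unlabeled GTP control and 100% = no compound control; below 100% means less GTP binding so inhibitor and above means activator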
Target sequence (P60953 whole entry, looked up): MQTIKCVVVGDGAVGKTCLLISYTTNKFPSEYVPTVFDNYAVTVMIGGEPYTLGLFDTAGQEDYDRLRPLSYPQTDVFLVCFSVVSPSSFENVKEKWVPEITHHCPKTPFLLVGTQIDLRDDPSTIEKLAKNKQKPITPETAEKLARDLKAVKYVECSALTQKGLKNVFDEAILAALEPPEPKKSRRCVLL
Pf gamet viab: P. falciparum stage V gametocyte viability inhibition | P. falciparum stage V gametocytes, ATP luminescence, 24 h | inhibition, % at 10.9 µM | 0.065% of 150,000 active;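 active = inhibition above the mean plus 3 SD of compounds within the control limits, set per campaign, cut at about 38% in these data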;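 also: 0% = DMSO wells and 100% = medium only without gametocytes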
GSH bead fluor: compound fluoresces at 488/530 nm on GSH beads. fluorescence (KMESF) at 10 µM. GSH beads flow cytometry, compound fluorescence 488/530 nm; active compounds read high. AID 1776. 0.25% of 190,000 active; in the data active = fluorescence above about 89;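 also: glutathione beads carrying GST-tagged Bcl family fusion proteins plus one bare bead set; values are compound well signal with DMSO vehicle wells as background; inactives centre near 16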
Mcl1-Noxa inh: Mcl-1/Noxa interaction inhibition. Q07820. TR-FRET Mcl-1/Noxa peptide binding, 2 h. inhibition, % at 21.7 µM. 1.5% of 220,000 active;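 active = compounds that cut the protein-peptide binding signal by more than 50% relative to plate controls in a single-dose test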;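 also: His-tagged Mcl-1 with rhodamine Noxa BH3 peptide and terbium anti-His antibody; 0% = Mcl-1 plus Noxa peptide wells and 100% = peptide-only wells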
* marks the source's active call; other numbers are inactive results; ? = inconclusive; . = no result given. Compounds as they come. About 3% of those tested had a hit in this group.

SMILES	HRas wt GTP	Rab2A wt mod	Rab7 wt modul	Rac1 act GTP bind	Rac1 wt GTP bind	Avidin bead fluor	Mcl1-Bid inh	Cdc42 wt	Pf gamet viab	GSH bead fluor	Mcl1-Noxa inh
CC(=O)c1cccc(NC(=O)/C(=C\c2cccnc2)NC(=O)c2ccco2)c1	98	97	93	98	99	11	5	97	-10	15	21
CCOc1cc(-c2nc(C)c(C(C)=O)n2O)ccc1OCC(=O)Nc1ccc(F)cc1	92	94	94	93	94	64*	4	98	.	10	31
COc1cc(/C=N/Nc2ccc(Cl)cc2)ccc1OC(=O)c1cccs1	100	101	100	100	107	7	2	102	9	9	4
Cn1c(=O)n(CCOc2ccccc2Cl)c2ccccc21	102	102	96	101	114	5	-10	107	-2	22	11
Cc1ccc2c(c1)nnn2C1CCN(S(=O)(=O)c2cccc(S(=O)(=O)N(C)C)c2)CC1	100	98	100	98	101	35	-5	99	-9	21	2
CCOC(=O)Nc1sc(C(=O)N(CC)CC)c(C)c1C(=O)OCC	100	99	100	98	107	8	-16	99	.	7	9
CCC(=O)OCC(=O)Nc1cc(S(=O)(=O)N(C)C)ccc1Cl	99	96	104	95	99	8	-22	97	11	16	12
CCNC(=S)N1CCCC(C(N)=O)C1 (stereo not given)	96	96	96	97	100	8	-58	97	0	14	9
Cc1ccc(-c2cc(C(=O)Nc3ccccc3C)c3ccccc3n2)o1	98	97	97	97	98	4	12	99	.	13	66*
COc1ccc(OCCOC(=O)c2nc3nccc(C)n3n2)cc1	97	96	98	95	94	10	-12	96	-9	23	18
COc1ccc(C2Nc3ccccc3C(=O)N2c2ccc(C)cc2)cc1Cn1nc(C)c([N+](=O)[O-])c1C (stereo not given)	100	99	98	98	100	15	-22	101	-5	32	11
O=C(Cc1ccccc1)N1CCN(c2ncccn2)CC1	100	98	96	100	102	24	-1	99	-17	79	12

Three compounds out of the list above, sorted by the number in Rac1 act GTP bind, high to low.
Structure	HRas wt GTP	Rab2A wt mod	Rab7 wt modul	Rac1 act GTP bind	Rac1 wt GTP bind	Avidin bead fluor	Mcl1-Bid inh	Cdc42 wt	GSH bead fluor	Mcl1-Noxa inh
Cn1c(=O)n(CCOc2ccccc2Cl)c2ccccc21	102	102	96	101	114	5	-10	107	22	11
CCOC(=O)Nc1sc(C(=O)N(CC)CC)c(C)c1C(=O)OCC	100	99	100	98	107	8	-16	99	7	9
Cc1ccc(-c2cc(C(=O)Nc3ccccc3C)c3ccccc3n2)o1	98	97	97	97	98	4	12	99	13	66*

Compounds shown so far that have a halogen (4):
SMILES	HRas wt GTP	Rab2A wt mod	Rab7 wt modul	Rac1 act GTP bind	Rac1 wt GTP bind	Avidin bead fluor	Mcl1-Bid inh	Cdc42 wt	Pf gamet viab	GSH bead fluor	Mcl1-Noxa inh
CCOc1cc(-c2nc(C)c(C(C)=O)n2O)ccc1OCC(=O)Nc1ccc(F)cc1	92	94	94	93	94	64*	4	98	.	10	31
COc1cc(/C=N/Nc2ccc(Cl)cc2)ccc1OC(=O)c1cccs1	100	101	100	100	107	7	2	102	9	9	4
Cn1c(=O)n(CCOc2ccccc2Cl)c2ccccc21	102	102	96	101	114	5	-10	107	-2	22	11
CCC(=O)OCC(=O)Nc1cc(S(=O)(=O)N(C)C)ccc1Cl	99	96	104	95	99	8	-22	97	11	16	12

Going on with the list:
SMILES	HRas wt GTP	Rab2A wt mod	Rab7 wt modul	Rac1 act GTP bind	Rac1 wt GTP bind	Avidin bead fluor	Mcl1-Bid inh	Cdc42 wt	Pf gamet viab	GSH bead fluor	Mcl1-Noxa inh
CO/N=C(/CNC(=O)c1ccccc1Cl)c1ccc(Cl)cc1	102	100	97	100	100	8	-4	105	.	18	11
CCOC(=O)/C(=N/Nc1ccc(OC)cc1)Sc1nnc(CCc2ccccc2)n1-c1ccccc1	99	95	96	100	101	1	-86	98	-5	19	17
CNS(=O)(=O)c1ccc(NC(=O)C2CC(=O)N(c3ccc(Cl)cc3)C2)cc1 (stereo not given)	?	?	?	?	?	23	-2	?	4	11	4
COc1ccc(S(=O)(=O)NCc2ccc(C(=O)NCc3cccnc3)cc2)cc1	96	96	94	99	98	11	-29	95	34	11	-4
Cc1ccc(S(=O)(=O)N2CCOCC2)cc1NC(=O)COC(=O)c1ccc2c(c1)OCCO2	97	98	99	96	98	11	-27	94	15	13	19
CCCCN(Cc1ccccc1)C(=O)C1CCN(Cc2sccc2C)CC1	103	102	101	100	104	5	42	103	2	12	29
CC(C)C(=O)Nc1cccc(-c2nc3ccccc3c(=O)o2)c1	97	98	101	94	99	14	2	96	.	13	11
COc1ccccc1CC(NC(C)=O)C(=O)N1CCN(C(=O)c2cccs2)CC1 (stereo not given)	99	100	97	100	102	4	-6	101	3	14	-1
O=C(Cn1cc2c(n1)CCCC2)NCc1cccnc1	102	104	103	100	109	19	-6	103	.	14	0
COc1cccc(NC(=O)N2CCCc3ccccc32)c1	95	96	101	92	94	9	-36	91	.	14	13
COc1ccc(C2=NN(C(=O)CSc3nc4ncc(Cl)cc4[nH]3)C(c3ccco3)C2)cc1 (stereo not given)	93	94	96	96	96	26	-57	94	1	6	-37
COCCNC(=O)c1ccc2c(c1)ncn2-c1ccc(F)c(F)c1	103	103	101	102	104	22	-10	104	9	19	-3
CN(CCO)c1cc(Sc2nc3ccccc3s2)c2nonc2c1[N+](=O)[O-]	96	95	96	94	96	27	-42	98	.	14	32
COc1cccc(OCCNC(=O)c2cccc(OC)c2)c1	101	101	101	99	105	15	-16	105	.	23	-5
Cc1ccccc1-n1nnnc1SC1CCOC1=O (stereo not given)	99	97	93	96	96	14	-16	98	.	28	0
CCOC(=O)N1CCN(c2nc(C)c3c(n2)CC(C)CC3=O)CC1 (stereo not given)	96	95	95	95	98	2	-21	96	-12	22	6
COc1cc(OC)cc(C(=O)N2CCN(S(C)(=O)=O)CC2)c1	101	103	99	101	105	20	10	103	.	31	2
CC1CCN(CC(=O)Nc2ccc(Br)cc2[N+](=O)[O-])CC1	96	96	100	93	95	8	-34	96	.	9	-12
COc1ccc2nc(SC(C(=O)c3ccccc3)c3ccccc3)nc(C)c2c1 (stereo not given)	103	95	96	102	101	3	-36	99	1	5	-38
COc1ccc(CCN2CC(C(=O)NCCc3ccccc3)CC2=O)cc1OC (stereo not given)	97	98	94	95	105	10	-8	94	0	14	15
COc1ccc([N+](=O)[O-])cc1NC(=O)c1ccccc1SC	99	100	102	95	101	8	-6	101	7	16	0
O=C(CN1C(=O)NC2(CCCC2)C1=O)N1CCN(S(=O)(=O)c2ccc(Cl)cc2)CC1	99	98	102	98	100	9	-21	95	-7	22	23
CC(=O)C(=Cc1cn(-c2ccccc2)nc1-c1ccccc1)C(C)=O	97	98	106	94	99	8	15	96	.	15	2
COc1ccc(CCNC(=O)CN2C(=O)c3ccccc3S2(=O)=O)cc1	99	99	101	100	101	19	-11	100	8	22	4
O=C(COc1ccc(Cl)cc1)Nc1ccccc1CO	104	101	104	99	109	5	-12	102	2	41	-13
Cc1ccc2[nH]c(-c3ccccc3)c(CN3CCCC3)c(=O)c2c1	97	98	101	96	101	17	-26	102	5	16	-5
Cc1ccc(-n2nc(-c3cccs3)cc2C(=O)NCC2CCCO2)c(C)c1 (stereo not given)	103	104	103	99	102	12	-9	101	.	24	16
Cc1ccc(NC(=O)CN(C)C(=O)CCOc2ccccc2C)cc1	101	101	100	99	104	24	4	104	8	11	8
O=C(N/N=C/c1ccc(OC(=O)c2ccccc2)c([N+](=O)[O-])c1)c1ccc(O)cc1	90	86	94	85	92	14	11	92	9	14	48
CCN(C=NC1=NN(c2cccc(C(F)(F)F)c2)CC1)CC	103	102	100	101	104	4	-6	104	.	9	21
Cc1nn(C(C)C(=O)c2cccc(Cl)c2)c(C)c1[N+](=O)[O-] (stereo not given)	96	99	103	95	96	8	-16	94	-10	13	-1
CCNC(=O)CC1C(=O)N(c2ccc(F)cc2)C(=O)N1Cc1ccc(OC)cc1 (stereo not given)	104	105	102	103	104	7	-48	103	.	23	12
O=C(NCN1C(=O)C2C3C=CC(C3)C2C1=O)Nc1nncs1 (stereo not given)	99	98	93	98	108	39	-16	100	.	26	13
Cc1c(-c2ccc(F)cc2)[n+](=O)c2c(n1[O-])CCCCC2	104	105	100	104	103	6	-21	104	.	11	-8
COc1ccc(S(=O)(=O)N2CCCCC2)cc1NC(=S)Nc1cccc(Cl)c1C	103	104	105	104	105	2	-21	103	-12	7	23
CC1CCC(C(C)C)C(OC(=O)CSc2nnc(N)s2)C1 (stereo not given)	98	100	96	95	96	9	-17	100	-1	15	8
COc1ccc(/C=C\c2cc(OC)c(OC)cc2CC[N+](C)(C)C)cc1OC	91	90	95	89	92	9	16	89	-6	9	30
CCOC(=O)COc1ccc(S(=O)(=O)N2CCN(c3ccccc3)CC2)cc1	102	99	102	97	100	4	-25	100	.	10	-3
CCCCCCCCOC(=O)C[N+](C)(C)C/C=C(/C)Cl	103	99	100	102	105	2	-27	101	15	6	-3
CCC(=O)N(c1ccc(C(=O)O)cc1)c1nc(-c2ccc(OC)cc2)c(C)s1	?	?	?	?	?	25	-37	?	.	7	0
COc1ccc(CNc2n[nH]c(NCc3ccc(OC)c(OC)c3)n2)cc1OC	101	101	103	100	107	32	-8	104	-3	24	11
COc1cc2[nH]c(=O)n(CCC(=O)N3CC=C(c4ccccc4)CC3)c(=O)c2cc1OC	103	101	104	99	107	24	-4	100	28	8	-18

High-throughput results as filed in PubChem.
